E-selectin induc – E-selectin induction in HUVECs, primary screen, imaging, HUVEC, immunofluorescence imaging, single point | P16581 | normalized: neutral wells 0, TNF-alpha wells 100 | activation, % at 7.58 µM | actives 0.37% (n = 260,000) | AID 686992, 2013;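 active = mean E-selectin-positive cell signal at least 10% of the positive control, reached in at least 60% of replicates, without over 20% cell loss; inconclusive = no rule given, readout overlaps actives, possibly toxicity-flagged; inactive = the rest, including those meeting only one limit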;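 note: in these data hits start at about 27%; measured in HUVEC primary endothelial cells; signal is the percent of cells scored E-selectin positive by PE staining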
Target sequence (P16581 whole entry, looked up): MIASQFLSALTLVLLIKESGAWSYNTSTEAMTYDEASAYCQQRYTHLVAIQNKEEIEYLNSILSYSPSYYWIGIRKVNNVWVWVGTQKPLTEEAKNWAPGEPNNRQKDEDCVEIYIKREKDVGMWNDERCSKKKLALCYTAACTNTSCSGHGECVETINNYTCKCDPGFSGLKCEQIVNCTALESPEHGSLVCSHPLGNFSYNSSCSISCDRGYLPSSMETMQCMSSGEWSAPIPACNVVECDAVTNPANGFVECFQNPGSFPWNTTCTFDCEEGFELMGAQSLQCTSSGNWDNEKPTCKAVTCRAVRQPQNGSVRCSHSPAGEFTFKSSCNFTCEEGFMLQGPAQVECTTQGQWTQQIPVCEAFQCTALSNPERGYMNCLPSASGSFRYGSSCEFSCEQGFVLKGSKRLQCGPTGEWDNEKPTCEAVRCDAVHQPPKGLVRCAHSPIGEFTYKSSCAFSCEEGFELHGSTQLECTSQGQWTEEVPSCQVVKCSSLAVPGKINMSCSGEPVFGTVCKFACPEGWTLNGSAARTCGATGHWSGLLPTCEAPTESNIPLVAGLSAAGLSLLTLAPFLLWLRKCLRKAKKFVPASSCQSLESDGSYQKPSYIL
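Material: HUVEC primary endothelial cells; Amount: 3,000 cells per well; Dosing: single concentration; Medium: EGM-2 growth medium on 0.1% gelatin-coated wells; Read-out basis: percent E-selectin-positive cells; Signal: immunofluorescence imaging; Control set: TNF-alpha, DMSO.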
S100A4 MyoIIA – inhibitors of S100A4-myosin IIA peptide binding, primary screen, biochemical, fluorescence polarization, TAMRA-MyoIIA peptide | inhibition, % at 10.7 µM | actives 0.14% (n = 360,000) | Protein S100-A4 (Homo sapiens), P26447;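 active = mean inhibition of at least 70% across replicates, with every replicate also reaching that level; inconclusive = mean inhibition reaches 70% but some replicates fall short; inactive = mean inhibition below 70%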
Target sequence (P26447 whole entry, looked up): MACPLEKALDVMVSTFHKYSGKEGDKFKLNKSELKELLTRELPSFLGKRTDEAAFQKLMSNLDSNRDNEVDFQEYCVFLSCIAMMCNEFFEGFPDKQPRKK
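Test system – S100A4 monomer (human) · Compound – single-point compound testing · Schedule – 5 min incubation before reading · Probe or stimulus – TAMRA-labelled myosin IIA heavy-chain peptide probe, 5 nM · Benchmarks – neutral control DMSO, positive control TFP · Medium – Calcium-containing HEPES buffer, pH 7.2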
SIRT5 block – SIRT5 desuccinylase inhibitors, primary screen, biochemical, fluorescence imaging, single point, set 5; actives 1.1% (n = 330,000); inhibition, % at 15 µM; NAD-dependent protein deacylase sirtuin-5, mitochondrial (Homo sapiens), Q9NXA8; Purified SirT5, succinyl-peptide AMC, trypsin-coupled fluorescence; AID 652115, 2013; in the data active = inhibition above about 15%; inconclusive = no clear call, values can overlap the other calls
Target sequence (Q9NXA8 whole entry, looked up): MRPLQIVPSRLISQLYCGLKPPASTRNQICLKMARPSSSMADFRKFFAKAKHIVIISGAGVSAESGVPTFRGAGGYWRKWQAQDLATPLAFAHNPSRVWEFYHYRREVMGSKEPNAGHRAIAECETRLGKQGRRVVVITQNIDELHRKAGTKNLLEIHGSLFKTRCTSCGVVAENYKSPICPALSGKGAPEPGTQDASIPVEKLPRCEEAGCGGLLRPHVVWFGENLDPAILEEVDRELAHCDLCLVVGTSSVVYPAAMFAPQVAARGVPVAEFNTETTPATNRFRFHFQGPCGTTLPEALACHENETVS
C2C12 statin – suppressors of statin myotoxicity in C2C12 myotubes, primary screen, cell-based, single point, plate reader. AID 602340, 2012. C2C12 myotubes + simvastatin, ATP luminescence, 48 h; scaled: DMSO 0, geranylgeraniol control 100. actives 0.78% (n = 330,000). rescue of ATP level, % at 7.49 µM;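 active = mean ATP rescue above about 67%, or every replicate alone reaching that limit, limit read from the data, passing the limit was not always enough; inconclusive = no clear call, values can overlap the other calls; inactive = mean under the limit and some replicate under it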;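 note: myotubes were challenged with 10 µM simvastatin during compound exposure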
DENV2 CPE – inhibitors of DENV2 cytopathic effect, primary screen, cell-based, plate reader, single concentration; DENV2-infected cells, cytopathic effect rescue; CPE inhibition, % at 9.99 µM; actives 1.7% (n = 350,000); in the data active = CPE inhibition above about 20%, passing the limit was not always enough; inconclusive = no clear call, values can overlap the other calls; tested in BHK-21 cells;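 note: 0% = median of neutral control wells and 100% = median of positive control wells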
PglD DTNB – C. jejuni PglD acetyltransferase inhibitors, primary screen, biochemical, DTNB colorimetric, single point; purified PglD enzyme, DTNB colorimetric CoA detection; UDP-N-acetylbacillosamine N-acetyltransferase PglD (Campylobacter jejuni); AID 602405, 2012; inhibition, % at 12.5 µM; actives 0.098% (n = 360,000); in the data active = inhibition above about 16%, passing the limit was not always enough; inconclusive = no clear call, values can overlap the other calls; note: strong numbers were not always called active
ERp5 block – inhibitors of ERp5-driven insulin aggregation, primary screen, biochemical, turbidity, absorbance 650 nm, single point | Protein disulfide-isomerase A6 (Homo sapiens), Q15084 | 90 min | inhibition, % at 9.99 µM | actives 0.05% (n = 350,000) | AID 651711, 2012;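 active = mean replicate inhibition above about 25%, with every replicate also reaching it, limit read from the data, passing the limit was not always enough; inconclusive = only one of those two criteria met; inactive = neither criterion met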
* hit, by the source's call; ? = inconclusive; / = no result given; & = joins results of further samples. Only part of the results is shown (hit frequency here may not be typical).

SMILES	E-selectin induc	S100A4 MyoIIA	SIRT5 block	C2C12 statin	DENV2 CPE	PglD DTNB	ERp5 block
COc1ccc2c3c(n(C)c2c1)[C@H](CO)N(CC1CC1)CC31CN(S(=O)(=O)c2cn(C)cn2)C1	-0.2	-1	7	/	-10	/	-4
COc1cccc(S(=O)(=O)N[C@@H]2CC[C@@H](CC(=O)NCc3ccc(Cl)cc3)O[C@@H]2CO)c1	0.0	3	0	7	-3	-2	-2
Cc1ccc(C)c(N2CC(C(=O)Nc3nccs3)CC2=O)c1 (stereo not given)	0.2	-4	-5	/	3	2	0
Cc1ccc(S(=O)(=O)Nc2cc(C)c(O)c(S(=O)(=O)c3ccc(C)cc3)c2)cc1	-2.3	1	5	8	/	-2	-7
Cn1cc([C@]2(O)C(=O)Nc3ccc(OC(F)(F)F)cc32)c2ccccc21	0.9	-14	2	/	1	/	2
O=[N+]([O-])c1cc(S(=O)(=O)CCCN2CCOCC2)ccc1F	/	-1	14	/	-3	/	0
CN1C(=O)c2cc(NC(=O)NC3CCCC3)ccc2OC[C@@H]2O[C@H](CC(=O)O)CC[C@@H]21	0.4	-7	-4	-20	2	2	15
CCCC#Cc1ccc([C@@H]2[C@@H](CO)N3C(=O)CN(C(=O)CN4CCOCC4)C[C@@H]23)cc1	0.6	9	1	/	-3	/	-1
O=c1[nH]c(C2CCN(S(=O)(=O)c3ccccc3F)CC2)nc2c1nnn2Cc1ccc2c(c1)OCCO2	-0.8	-2	-2	9	-6	3	-4
CC(C)(C)OC(=O)NN=C(c1ccc(O)cc1)c1ccc(O)cc1	-0.3	-1	0	/	5	1	-3
Cc1noc(C)c1NC(=O)N(C)C[C@@H]1OCCCC[C@@H](C)Oc2ccc(NC(=O)Nc3ccc(C(F)(F)F)cc3)cc2C(=O)N([C@H](C)CO)C[C@H]1C	0.0	2	4	-22	?	0	5
NS(=O)(=O)c1ccc(CCNC(=O)C2CCCN2S(=O)(=O)c2cccc3nsnc23)cc1 (stereo not given)	/	-2	-4	-3	9	2	3
O=C(CC(Nc1ccccc1Cl)C(=O)O)c1ccccc1 (stereo not given)	/	3	-3	/	2	/	9
CCN(Cc1ccc2c(c1)OCO2)C(=O)CSc1ncnc2sccc12	0.5	-7	-2	1	3	/	0
CCC(=O)N(C)C[C@@H]1Oc2ncc(-c3ccccc3F)cc2C(=O)N([C@H](C)CO)C[C@H]1C	0.3	-3	-1	1	7	37	-1
CCN(CC)c1ccc(N/C(N)=N/c2nc(C(F)(F)F)cc(=O)[nH]2)cc1	0.3	-3	1	-9	4	-6	-4
CC(=O)N(C[C@H]1N[C@H](CO)[C@H]1c1ccc(-c2cccnc2)cc1)C1CCCC1	1.0	-6&13	3&1	11&5	-13&-2	1&4	19&-1
CN1C(=O)c2cc(NC(=O)Nc3ccccc3)ccc2OC[C@H]2O[C@H](CC(=O)NC3CCC3)CC[C@H]21	-0.1	7	0	7	2	2	-5
CCC(C)OC(=O)C[N+](C)(C)CCOC1CC2CCC1(C)C2(C)C (stereo not given)	/	6	4	/	-2	-3	2
CN1CCN(C(CNC(=O)c2ccc(Br)o2)c2ccc(F)cc2)CC1 (stereo not given)	/	-2	-4	-14	-6	-2	3
CC1CCN(C(=S)NC(=O)c2cccs2)CC1	1.2	-3	-2	/	8	/	2
CCn1c(C)c(C)c2cc(C(=O)NCCCN3CCN(C)CC3)ccc21	6.7	-27	3	-1	?	-5	-9
CCC(O)CNC(=O)CCc1nnc(C2(c3ccc(Cl)cc3)CCC2)o1 (stereo not given)	2.3	-8	-4	7	0	1	-8
Cn1nnnc1SCCNCc1ccccc1OCc1ccccc1Cl	1.4	5	-5	/	8	-7	1
C[C@@H]1CCCCO[C@@H](CN(C)C(=O)CCCN(C)C)[C@H](C)CN([C@H](C)CO)C(=O)c2cc(NC(=O)Nc3ccc4c(c3)OCO4)ccc2O1	0.1	/	/	/	-3	1	/
Cc1cc(C)c(C(=O)O)c(Cl)n1	0.4	-1	-3	14	-3	/	9
C[C@H](CO)N1C[C@H](C)[C@@H](CN(C)C(=O)CN(C)C)Oc2cc(C3=CCCC3)ccc2S1(=O)=O	0.7	0	1	-6	-4	1	-7
Cc1cc(C)n2nc(SCC(=O)NC(=O)c3ccc(OC(F)F)cc3)nc2n1	0.1	-3	-2	0	5	/	-2
CC(C)c1ccc(CCNC(=O)CSC(=S)N2CCCC2)cc1	0.8	-2	2	1	4	1	-2
CN(Cc1ccccn1)Cc1cn(Cc2ccccc2)nc1-c1ccc2c(c1)OCO2	2.8	-2	-1	/	-2	/	17
Cc1csc(SC(C)C(=O)Nc2ccc3c(c2)OCCO3)n1 (stereo not given)	/	-4	-1	9	/	2	7
COc1ccc2c3c(n(C)c2c1)[C@@H](CO)N(C(=O)C1CC1)CC31CN(Cc2cccc(F)c2)C1	-0.2	12	-2	/	0	/	-8
O=C(Nc1cccc(S(=O)(=O)NC2=NCCC2)c1)c1ccc(F)cc1	-0.3	6	0	3	-7	0	3
Cc1cc(C(=O)Nc2cccc3c2O[C@H](CN(C)S(=O)(=O)c2ccc(F)cc2)[C@H](C)CN([C@@H](C)CO)C3=O)n(C)n1	-14	-3	4	/	/	1	1
CN1[C@H](C(=O)N2CCOCC2)[C@@H](CO)[C@@H]2Cn3c(ccc(/C=C/c4ccccc4)c3=O)[C@@H]21	-0.3	3	-22	-4	-1	-2	-1
CCN(CC)C(=O)C1=C(C)N(Cc2ccc(F)cc2)C(=O)C(CC(=O)NCCN2CCOCC2)C1 (stereo not given)	0.1	0	-2	-8	4	-2	10
CCCCn1c(=O)[nH]c(=O)c2c1nc(-c1ccc(C(F)(F)F)cc1)n2C	/	-15	-5	12	12	-2	5
CCCS(=O)(=O)NC(=O)C1(C)CCCN(C(=O)c2ccc(C(F)(F)F)cc2)C1 (stereo not given)	0.0	-1	3	-6	-6	2	0
CCN1C(=O)CC(NNC(=O)c2ccccc2)C1=O (stereo not given)	0.5	-1	-3	/	4	/	3
O=C1CCCN1CCCNC(=S)Nc1ccccc1Cl	-0.1	-4	-3	6	2	0	3
C[C@@H](NC(=O)C[C@@H]1CC[C@H]2[C@@H](COC[C@@H](O)CN2C(=O)Nc2cccc(Cl)c2)O1)c1ccccc1	-0.2	/	/	3	3	0	/
Cc1ccc(S(=O)(=O)N(C)C[C@H]2Oc3ncc(C#CCC(C)C)cc3C(=O)N([C@@H](C)CO)C[C@H]2C)cc1	-0.2	1	12	/	3	-1	-3
CN(C)CCCNC(=O)[C@@H]1[C@@H](CO)[C@@H]2Cn3c(ccc(C4=CCCC4)c3=O)[C@@H]2N1CCC(F)(F)F	-0.2	-5	-7	-11	8	-5	0
O=C(CN1C(=O)NC2(CCCCCC2)C1=O)c1cccs1	/	3	4	4	2	-6	-7
CC(=O)c1c(N2CCN(c3ccc(F)cc3)CC2)nc(=S)n(-c2ccccc2)c1C	-1.3	2	3	/	46*	0	2
CCCCNC(=O)C1(C)CCC(=O)N1CCc1c[nH]c2ccccc12 (stereo not given)	0.0	1	0	-1	?	3	-1
Cc1nc2ccccc2n1C1CCN(C(=O)Nc2ccccc2)CC1	-1.0	-10	7	9	-4	-1	7
CCCNC(=O)C[C@@H]1CC[C@@H]2[C@H](COC[C@@H](O)CN2C(=O)Nc2ccccc2OC)O1	0.1	-59	-3	-5	6	0	5
O=C(c1cnccn1)N1CC[C@@H]2[C@@H](CO)Nc3ccc(C#Cc4cccnc4)cc3[C@@H]21	-0.4	-17	5	-5	7	-2	-1
O=C(Nc1ccccc1)Nc1ncc(C(F)(F)F)cc1Cl	-0.1	1	/	1	12	0	4
CCOC(=O)[C@]12CCCC=C1N(Cc1ccc(Cl)cc1Cl)C(=O)[C@H](CC(=O)N1CCCC1)C2	/	-1	-4	/	-1	/	3
CC(NC(=O)c1ccc(CS(C)(=O)=O)cc1)c1ccc(-n2ccnc2)cc1 (stereo not given)	-1.0	-1	0	-3	-7	-2	0
CNC[C@H]1OCCCC[C@H](C)Oc2ccc(NC(=O)Nc3ccccc3)cc2C(=O)N([C@@H](C)CO)C[C@@H]1C	-0.1	-18	-2	2	5	2	-1
CCOC(=O)C1=C(C)N=C2SCCC(=O)N2[C@@H]1c1cccs1	/	-1	-9	/	-4	-5	/
Cn1cc(S(=O)(=O)Nc2ccc(Oc3ccccc3)cc2)c(=O)n(C)c1=O	-0.1	5	0	0	-4	3	-3
CC(C)NC(=O)N[C@@H]1C=C[C@H](CC(=O)N2CCCCC2)O[C@@H]1CO	-0.2	9	0	-10	2	1	-3
O=C(NCCCO)C(=O)NCc1ccncc1	1.9	-4	0	/	4	/	-1
O=C(CN(C(=O)c1csnn1)c1ccccc1)NCCc1ccccc1	/	-4	0	-4	6	-3	0
Cc1ccc(S(=O)(=O)/N=C(/Nc2ccc(F)cc2F)c2ccc(F)cc2)cc1	/	0	1	12	8	-1	3
O=C(Nc1nnc(N2CCCCCC2)s1)c1cc(-c2ccc(Br)cc2)on1	0.0	9	-4	-7	-4	-6	-10

Structural class: the entries above with a Cl atom
SMILES	E-selectin induc	S100A4 MyoIIA	SIRT5 block	C2C12 statin	DENV2 CPE	PglD DTNB	ERp5 block
COc1cccc(S(=O)(=O)N[C@@H]2CC[C@@H](CC(=O)NCc3ccc(Cl)cc3)O[C@@H]2CO)c1	0.0	3	0	7	-3	-2	-2
O=C(CC(Nc1ccccc1Cl)C(=O)O)c1ccccc1 (stereo not given)	/	3	-3	/	2	/	9
CCC(O)CNC(=O)CCc1nnc(C2(c3ccc(Cl)cc3)CCC2)o1 (stereo not given)	2.3	-8	-4	7	0	1	-8
Cn1nnnc1SCCNCc1ccccc1OCc1ccccc1Cl	1.4	5	-5	/	8	-7	1
Cc1cc(C)c(C(=O)O)c(Cl)n1	0.4	-1	-3	14	-3	/	9
O=C1CCCN1CCCNC(=S)Nc1ccccc1Cl	-0.1	-4	-3	6	2	0	3
C[C@@H](NC(=O)C[C@@H]1CC[C@H]2[C@@H](COC[C@@H](O)CN2C(=O)Nc2cccc(Cl)c2)O1)c1ccccc1	-0.2	/	/	3	3	0	/
O=C(Nc1ccccc1)Nc1ncc(C(F)(F)F)cc1Cl	-0.1	1	/	1	12	0	4
CCOC(=O)[C@]12CCCC=C1N(Cc1ccc(Cl)cc1Cl)C(=O)[C@H](CC(=O)N1CCCC1)C2	/	-1	-4	/	-1	/	3

From PubChem BioAssay
